# Assay outcomes: PubChem BioAssay, Broad Institute
# CFTR F508del cor: CFTR F508del correction in bronchial cells | CFBE cells, YFP halide quenching; stimulated with forskolin plus potentiator P3; % fluorescence drop versus neutral controls | activity (quench increase), % at 7.58 µM | 350,000 tested, 0.36% active | AID 720511;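 active = mean added fluorescence quench of at least 8% versus neutral control, with both replicates also reaching 8%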;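 note: cells transiently co-express mutant CFTR-F508del with the halide-sensitive YFP; corrector assay measuring rescue of mutant channel to the surface after 24 h compound exposure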
# GSIS activator: primary screen for activators of insulin secretion dependent on glucose, INS-1E cells, GLuc reporter luminescence | INS-1E GLuc reporter insulin secretion, 2-3 h | activation, % at 16.6 µM | 370,000 tested, 0.61% active | AID 743287;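 active = lowest replicate activation of at least 40%, so every replicate reaches that level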;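 note: 0% = median of neutral control wells and 100% = median of IBMX positive control wells; some compounds called inactive have numbers as strong as hits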
# RAD52 anneal inh: blocks human RAD52 DNA annealing; P43351; recombinant RAD52 DNA annealing, FRET fluorescence; inhibition, % at 18.7 µM; 360,000 tested, 0.46% active;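 active = every replicate showing at least 50% inhibition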
# Target sequence (P43351 whole entry, looked up): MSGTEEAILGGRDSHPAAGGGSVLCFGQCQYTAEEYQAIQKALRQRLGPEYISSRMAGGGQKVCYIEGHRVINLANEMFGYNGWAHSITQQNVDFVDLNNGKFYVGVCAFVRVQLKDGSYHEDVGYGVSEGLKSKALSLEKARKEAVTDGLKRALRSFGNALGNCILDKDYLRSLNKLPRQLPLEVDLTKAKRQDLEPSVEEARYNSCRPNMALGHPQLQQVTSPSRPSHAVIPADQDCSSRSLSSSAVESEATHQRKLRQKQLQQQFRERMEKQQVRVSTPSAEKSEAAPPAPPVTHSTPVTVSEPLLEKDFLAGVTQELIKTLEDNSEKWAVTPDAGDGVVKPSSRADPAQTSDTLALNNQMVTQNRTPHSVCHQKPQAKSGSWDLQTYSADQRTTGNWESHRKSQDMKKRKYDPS
# esBAF inh: inhibitors of esBAF chromatin remodeling in mouse ES cells | Bmi1-luciferase knock-in reporter, 24 h; 100% = twice the neutral-well signal | reporter increase, % at 12.5 µM | 350,000 tested, 2% active; in the data active = activation above about 40%;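 note: 0% = median of the plate's neutral control wells and 100% = double that signal; a rise in the Bmi1 reporter signal indicates esBAF inhibition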
# RAD54 inh: blocks human RAD54 Holliday junction branch migration; inhibition, % at 10.4 µM; Q92698; 360,000 tested, 0.14% active; FAM/BHQ fluorescence;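 active = mean normalized replicate activity at least 40 and at least half of replicates scoring 40 or more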;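 note: 0% = median of neutral control wells and 100% = median of positive control wells; inhibitors cause a drop in the FAM fluorescence signal; in these data hits start at about 50%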
# ARNT TACC3 PPI: ARNT/TACC3 interaction disruption | AlphaScreen His-ARNT PAS-B/GST-TACC3 binding, luminescence; TACC3 fragment carries E629A point mutation | inhibition, % at 9.99 µM | 390,000 tested, 0.66% active | AID 623870;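 active = mean inhibition of replicates at least 50% and at least half of replicates each reaching 50%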;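 note: 0% = complete ARNT plus TACC3 wells and 100% = ARNT alone without TACC3; many hits fall short of the cut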
# ERAP1 inh: inhibitors of human ERAP1 aminopeptidase. inhibition, % at 10.7 µM. 340,000 tested, 0.15% active. recombinant ERAP1, Leu-AMC fluorescence, 60 min. Q9NZ08;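 active = mean replicate inhibition of at least 30%, or all replicates individually reaching that 30% level; inactive = mean below 30% and not every replicate reaching it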;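 note: 0% = neutral control wells and 100% = L-leucinethiol positive control wells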
# XiGFP reactiv: reactivates the inactive X chromosome in mouse fibroblasts. XiGFP mouse fibroblasts, % GFP-positive cells imaging, 3 d; cells co-treated with 5-aza-dC sensitizer; scaled so ellipticine positive control = 100%. activation, % at 7.58 µM. 360,000 tested, 0.055% active. AID 743238;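 active = mean normalized replicate activation at least 10% and every replicate at or above 10%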;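 note: 0% = median of on-plate neutral control wells and 100% = ellipticine 6 µM median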
#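 Schedule: 3 d treatment, 15 min room-temperature fixation; system: 68-5-11 XiGFP fibroblast line; buffer or medium: DMEM plus 5-aza-dC sensitizer; control set: ellipticine 6 µM positive control; compound: one concentration, pinned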
# * hit, by the source's call; · = not tested or not shown.
SMILES,CFTR F508del cor,GSIS activator,RAD52 anneal inh,esBAF inh,RAD54 inh,ARNT TACC3 PPI,ERAP1 inh,XiGFP reactiv
CC(=O)OCC(=O)N1N=C(c2ccc3ccccc3c2)CC1c1ccccc1 (centres undefined),0.2,-2,-10,·,·,·,-7,0.3
COCC#Cc1ccc2c(c1)O[C@@H](CN(C)C(=O)C1CCCCC1)[C@@H](C)CN([C@@H](C)CO)S2(=O)=O,0.6,-1,-8,-7,-7,-5,3,-0.4
COC(=O)[C@H]1C[C@@]2(O)CN(S(=O)(=O)c3ccc(C)cc3)C[C@@]2(OC(=O)NCc2ccco2)C[C@H]1C(=O)OC,-5.4,17,-7,-6,-6,·,2,0.0
CCCNC(=O)Nc1ccc2c(c1)C(=O)N(C)C[C@@H](OC)[C@H](C)CN[C@@H](C)CO2,1.8,9,-6,5,3,-3,-6,-0.3
Cc1ccc(CNC(=O)COC(=O)Cn2nc(C)c([N+](=O)[O-])c2C)cc1,·,-1,-5,-5,-18,-3,-1,0.2
CCn1c(SCC(=O)N/N=C/c2cc(OC)c(O)c(OC)c2)nc2ccccc21,·,6,·,·,2,3,·,0.0
CCOC(=O)Cc1csc(NC(=O)c2cccc([N+](=O)[O-])c2)n1,1.5,179*,-9,3,0,7,0,0.0
C[C@@H]1CN([C@H](C)CO)C(=O)c2cc(C#CCc3ccccc3)cnc2O[C@@H]1CN(C)Cc1ccccn1,1.9,-2,-7,1,-4,11,-3,-0.1
O=C(NCCc1cccc(F)c1)C1CCC(=O)N(C2CCCCCC2)C1 (centres undefined),1.4,-2,2,10,-9,1,-4,0.0
CCCNC(=O)N1C[C@@H](O)COC[C@H]2O[C@H](CC(=O)N3CCN(C)CC3)CC[C@@H]21,-2.6,0,1,-3,-7,0,-1,0.1
C[C@@H]1CCCCO[C@H](CN(C)S(=O)(=O)c2ccccc2)[C@H](C)CN([C@@H](C)CO)C(=O)c2cc(NC(=O)Nc3ccccc3)ccc2O1,-1.1,-32,-11,2,-6,-3,0,0.3
CCNC(=O)CC1C(=O)N(c2ccc(C)cc2)C(=O)N1CCC(C)C (centres undefined),-1.9,-8,-5,-7,1,-9,1,0.1
COc1cc(/C=N/NC(=O)c2cccc(S(=O)(=O)N3CCCC3)c2)ccc1O,2.5,2,-10,5,5,12,4,0.0
O=C(Nc1ccc2c(c1)OCCO2)C1CCN(S(=O)(=O)c2ccccc2)CC1,4.2,-13,-15,-4,1,1,4,0.0
CC(C)n1nc(C(=O)Nc2cccc(S(=O)(=O)N3CCCCC3)c2)c2ccccc2c1=O,0.3,-8,-17,-1,-2,0,0,-0.1
Cc1ccc(/C=N/NC(=O)CNC(=O)c2cccs2)cc1,1.2,1,0,-4,2,23,-4,-0.1
O=C(O)C1CC=CCC1C(=O)N1CC=C(c2ccccc2)CC1 (centres undefined),0.7,-6,-7,-3,1,-6,2,0.0
COc1ccc(NC(=O)CCCCCN2C(=O)c3cccc([N+](=O)[O-])c3C2=O)c(OC)c1,1.1,5,-22,1,3,3,0,0.0
N#Cc1ccccc1Cn1cc(/C=C/[N+](=O)[O-])c2ccccc21,·,14,-34,·,3,-8,3,0.4
CC/C=C\[C@H](O)[C@H](O)C1=C(C)C(=O)[C@]2(O1)C(=O)N[C@@](OC)(C(=O)c1ccccc1)C2O (some centres undefined),2.8,-1,-15,-9,5,-21,3,·

# Rewritten with two lines to a compound: five of the compounds above.
# Sequence of screens – CFTR F508del cor	GSIS activator	RAD52 anneal inh	esBAF inh	RAD54 inh	ARNT TACC3 PPI	ERAP1 inh	XiGFP reactiv
- C[C@@H]1CCCCO[C@H](CN(C)S(=O)(=O)c2ccccc2)[C@H](C)CN([C@@H](C)CO)C(=O)c2cc(NC(=O)Nc3ccccc3)ccc2O1
  -1.1	-32	-11	2	-6	-3	0	0.3
- O=C(Nc1ccc2c(c1)OCCO2)C1CCN(S(=O)(=O)c2ccccc2)CC1
  4.2	-13	-15	-4	1	1	4	0.0
- Cc1ccc(/C=N/NC(=O)CNC(=O)c2cccs2)cc1
  1.2	1	0	-4	2	23	-4	-0.1
- N#Cc1ccccc1Cn1cc(/C=C/[N+](=O)[O-])c2ccccc21
  ·	14	-34	·	3	-8	3	0.4
- CC/C=C\[C@H](O)[C@H](O)C1=C(C)C(=O)[C@]2(O1)C(=O)N[C@@](OC)(C(=O)c1ccccc1)C2O (some centres undefined)
  2.8	-1	-15	-9	5	-21	3	·

# Carrying on.
SMILES,CFTR F508del cor,GSIS activator,RAD52 anneal inh,esBAF inh,RAD54 inh,ARNT TACC3 PPI,ERAP1 inh,XiGFP reactiv
C[C@@H]1CN([C@H](C)CO)C(=O)c2cc(NS(=O)(=O)c3ccc(F)cc3)ccc2O[C@@H](C)CCCCO[C@@H]1CN(C)C(=O)CCCN(C)C,0.7,28,3,4,5,-7,0,0.3
CC1(C(=O)NS(=O)(=O)C2CC2)CCN(C(=O)c2cccc(OC(F)(F)F)c2)C1 (centres undefined),5.8,-2,-9,-1,4,·,2,0.1
O=C(COc1ccc([N+](=O)[O-])cc1)Nc1cccc(C(=O)Nc2ccccc2C(=O)O)c1,2.2,-13,-10,-7,1,1,-19,-0.1
C[C@@H]1CN([C@@H](C)CO)S(=O)(=O)c2ccc(-c3ccncc3)cc2O[C@@H]1CN(C)Cc1cncnc1,0.9,11,11,-7,-4,-8,3,-0.8
OCC1(Cc2ccccc2)CCN(Cc2ccc(C(F)(F)F)cc2)CC1,4.7,-27,6,·,·,·,-5,0.1
Cc1ccc(-c2nc(NCCCN(C)C)c3ccccc3n2)cc1,-1.3,30,84*,10,83*,·,-1,0.0
O=C(Cc1cc(=O)[nH]c(=O)[nH]1)NCC1CCCO1 (centres undefined),3.1,4,-11,5,1,-15,8,0.0
COCCN(C(=O)COC(=O)c1cc2c(s1)CCC2)c1c(N)n(Cc2ccccc2)c(=O)[nH]c1=O,2.9,-17,-25,1,-5,0,1,-0.5
CC(C)n1c(O)c(N=Nc2ccc(Cl)c(C(=O)O)c2)c2ccccc21,0.0,-4,-44,7,0,4,20,-0.1
CSc1ncc(S(=O)(=O)c2ccccc2)c(=O)[nH]1,0.7,7,-9,·,·,-1,9,-0.1
Cc1oc(-c2ccc3ccccc3c2)nc1CN(C)C(C)c1ccncn1 (centres undefined),-0.7,-3,-43,·,·,·,-2,0.0
COc1ccc(S(=O)(=O)N2CCOCC2)cc1C(=O)NCc1ccccc1CN1CCCC1,3.3,2,-13,-1,-6,2,0,0.3
CCNC(=O)C[C@@H]1CC[C@@H](NS(=O)(=O)c2ccc(F)cc2)[C@@H](CO)O1,0.9,6,2,0,0,0,-2,-0.3
C[C@@H]1CCCCO[C@H](CN(C)C(=O)C2CCCCC2)[C@@H](C)CN([C@H](C)CO)C(=O)c2cc(NS(=O)(=O)c3ccc(F)cc3)ccc2O1,0.5,6,5,2,3,-3,0,-0.2
Cc1ccccc1NC(=S)NC(C)C(c1cccs1)N1CCOCC1 (centres undefined),-0.8,·,-13,18,-5,-5,7,0.2
C[C@H]1CN([C@@H](C)CO)C(=O)Cc2cc(NS(=O)(=O)c3ccccc3)ccc2O[C@@H]1CN(C)Cc1ccccc1,1.7,-6,1,0,-16,4,0,-1.1
O=C(NCCc1ccccc1)c1cnc(Cl)c(Cl)c1,1.8,8,-4,31,-1,-3,-2,0.0
COc1ccc(-c2ccc([C@H]3[C@H](CO)N4C(=O)CN(Cc5ccc(F)cc5)C[C@@H]34)cc2)cc1,-2.9,-5,-8,·,·,·,-3,0.9
CCOC1=NN(c2ncc(C(F)(F)F)cc2Cl)C(=O)C1,0.8,18,-16,·,·,30,1,0.0
CCOCCCNC(=O)N[C@H](C(=O)OC)C(C)CC (some centres undefined),-0.9,3,-3,·,·,-2,-2,0.1
CC(OC(=O)c1ccc(Cl)nc1)C(=O)NC1CCCC1 (centres undefined),1.5,4,-13,-6,-3,·,-4,0.0
N#Cc1ccc(C(=O)N(Cc2ccccc2)c2ccccc2)cc1,-0.8,9,-4,9,-2,5,-4,·
COC(=O)c1ccccc1NC(=O)c1cc[n+]([O-])cc1,1.8,28,-1,-6,-7,1,0,0.3
COc1ccc(C(=O)NCC(=O)OCc2ccccc2F)cc1,-0.5,-2,-26,-13,-4,-6,0,0.0
CC(NC(=O)c1ccco1)C(=O)N1CCN(c2cccc(C(F)(F)F)c2)CC1 (centres undefined),-8.5,-6,-3,-4,4,-10,4,-0.5
O=C(CN1C(=O)NC2(CCc3ccccc3C2)C1=O)NCc1ccco1 (centres undefined),-1.8,0,-9,-8,3,·,2,0.1
Cc1c(C(=O)OCC(=O)N(CC(C)C)c2c(N)n(Cc3ccccc3)c(=O)[nH]c2=O)oc2ccccc12,0.5,-14,-18,5,3,·,0,0.0
CC(c1ccco1)N(C(=O)c1cccc(S(=O)(=O)N(C)C)c1)c1ccccn1 (centres undefined),-3.7,13,-16,2,-3,-6,-1,0.0
C[C@H](CO)N1C[C@H](C)[C@H](CN(C)S(=O)(=O)c2ccc(Cl)cc2)Oc2ccc(NC(=O)Cc3ccccc3)cc2CC1=O,-2.0,-10,12,2,-9,1,0,-0.7
COc1ccc(C2C(C(=O)Nc3ccccn3)=C(C)Nc3ncnn32)c(OC)c1 (centres undefined),-1.8,0,-4,-1,7,-5,-3,-0.1
CCn1nnnc1Oc1ccc(Cl)cc1,·,19,·,-2,3,-2,·,·
CC[N+](C)(CC)CC(=O)OCC1C(C)C=C(C)CC1C (centres undefined),0.4,22,-4,·,-2,3,106*,0.0
CC(C)(Sc1ccc(CCN(CCCCC2CCCCC2)C(=O)NC2CCCCC2)cc1)C(=O)O,-3.5,·,-16,-3,0,-1,-1,0.1
COc1ccc(CNC(=O)C(=O)NCC2OCCN2S(=O)(=O)c2ccc3c(c2)OCCO3)cc1 (centres undefined),5.4,-13,-13,5,-7,2,4,0.0
O=C(N/N=C/c1cccnc1)c1ccccc1,3.0,3,-6,18,12,12,0,0.0
CN(Cc1ccccc1)C(=O)Cc1ccccc1,1.8,8,-12,10,-5,-5,-1,0.0
CC(=O)NN1CCc2cc3ccc(C)cc3nc21,0.9,-6,9,7,1,2,1,0.0
C#CCOCCOCCOCCNc1nc(N2CCOCC2)nc(N2CCN(C(=O)[C@H](C)n3cc(CCC(=O)O)nn3)CC2)n1,-0.6,-2,1,-6,-3,-18,0,-0.1
O=C(COC(=O)Cc1ccccc1[N+](=O)[O-])NCc1ccc(Cl)cc1,·,-6,-19,·,·,2,0,0.0
COc1ccc(NC(=O)C2C(c3ccccc3)C2(Cl)Cl)c(OC)c1 (centres undefined),1.3,·,6,1,3,-19,0,0.0
O=C(Nc1nccs1)c1ccc(Br)c(S(=O)(=O)N2CCCC2)c1,-0.4,13,-21,18,8,-6,-1,0.2
S=C(Nc1ccccc1)Nc1ccc(Br)cc1,-0.4,-8,-4,10,7,-3,1,0.0
O=C(Nc1ccccc1)c1cccnc1NCCc1ccccc1,·,·,-5,·,·,-27,8,-0.6
COc1ccc(-c2cc(N3C(=O)Nc4ccccc4N3O)n[nH]2)cc1OC,-2.4,5,-13,·,·,4,6,0.2
CN1CCC(N(CCc2ccccc2)C(=O)CCC(=O)O)CC1,0.1,7,-6,-2,-12,-6,11,0.1
COc1ccc(C(=O)Nc2ccc(-c3nnn(CC(=O)NCc4ccco4)n3)cc2)cc1,-2.2,-1,3,-3,8,-3,-3,0.1
CC(C)OCCCNC(=O)CCN1C(=O)COc2ccccc21,0.7,22,-10,4,-6,-13,3,·
Cc1nc2cc(Cc3ccccc3)ccc2o1,-8.4,·,-14,·,·,-4,1,0.0
COc1ccc(OC)c(NC(=O)CNC(c2ccccc2)c2ccccc2)c1,-0.6,-4,5,3,0,-31,1,0.1
C[C@@H]1CN([C@@H](C)CO)C(=O)c2cc(NC(=O)Nc3ccccc3)ccc2O[C@@H](C)CCCCO[C@@H]1CN(C)S(=O)(=O)c1ccccc1,0.8,9,-14,-1,-5,7,2,0.0
